D1 PAM: Potentiators of Human D1 Dopamine Receptor: qHTS. potentiation, % at 10 µM. 360,000 tested, 0.036% active. D(1A) dopamine receptor (Homo sapiens), P21728. AID 504651, 2011. HEK293 TREx D1 cells, calcium flux, dopamine EC20 potentiation; in the data active means potentiation above about 30%; further: 0% is about no effect
Target sequence (P21728 whole entry, looked up): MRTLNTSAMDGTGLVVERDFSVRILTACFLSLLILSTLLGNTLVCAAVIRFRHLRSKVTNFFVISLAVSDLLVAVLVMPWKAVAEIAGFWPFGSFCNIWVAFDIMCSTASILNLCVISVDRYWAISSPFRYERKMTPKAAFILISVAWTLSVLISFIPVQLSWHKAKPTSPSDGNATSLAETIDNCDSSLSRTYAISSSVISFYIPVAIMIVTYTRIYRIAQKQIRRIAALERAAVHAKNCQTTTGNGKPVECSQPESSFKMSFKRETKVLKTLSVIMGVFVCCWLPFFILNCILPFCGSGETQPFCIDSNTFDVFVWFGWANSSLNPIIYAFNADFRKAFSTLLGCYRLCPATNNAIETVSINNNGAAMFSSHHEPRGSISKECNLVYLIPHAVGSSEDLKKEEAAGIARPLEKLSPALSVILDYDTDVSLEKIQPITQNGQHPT
TRHR ag: qHTS for Small Molecule Agonists and Allosteric Enhancers of Human TRH Receptor: Primary Screen for Agonists; AID 493084, 2011; activation, % at 2 µM; 360,000 tested, 0.18% active; TRHR cells, calcium flux fluo-8, FDSS agonist mode; Thyrotropin-releasing hormone receptor (Homo sapiens), P34981; further: 0% is about no effect
Target sequence (P34981 whole entry, looked up): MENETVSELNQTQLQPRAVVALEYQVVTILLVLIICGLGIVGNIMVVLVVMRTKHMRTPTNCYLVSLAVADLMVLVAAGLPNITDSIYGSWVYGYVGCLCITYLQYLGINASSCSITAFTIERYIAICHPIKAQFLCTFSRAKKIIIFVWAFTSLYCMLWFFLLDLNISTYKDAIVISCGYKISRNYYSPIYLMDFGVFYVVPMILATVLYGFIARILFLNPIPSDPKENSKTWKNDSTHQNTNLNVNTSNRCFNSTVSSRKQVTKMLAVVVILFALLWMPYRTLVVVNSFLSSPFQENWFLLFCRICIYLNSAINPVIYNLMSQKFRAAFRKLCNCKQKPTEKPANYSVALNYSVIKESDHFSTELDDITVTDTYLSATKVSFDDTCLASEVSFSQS
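TRHR-expressing cells, plated overnight in medium with 10% serum, were loaded with fluo-8 calcium dye at room temperature. After a 10 s baseline, library compound was pin-added and calcium release was recorded kinetically (ex 480/em 530) as agonist response.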
D2 antagonist: HTS Assay for Allosteric Antagonists of the Human D2 Dopamine Receptor: Primary Screen for Antagonists | inhibition, % at 10 µM | AID 485344, 2010 | HEK293 TREx D2 cells, calcium flux, dopamine EC80 | 340,000 tested, 2% active | D(2) dopamine receptor (Homo sapiens), P14416; in the data active means inhibition above about 30%; further: 0% is about no effect
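Inhibition of EC80 dopamine-driven calcium flux, recorded kinetically, defines activity here; cells are a tetracycline-induced HEK293 T-REx line expressing force-coupled D2.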
D1 antag: Antagonist of Human D 1 Dopamine Receptor: qHTS | HEK293 TREx D1 cells, calcium flux, dopamine EC80; hits give low values | 360,000 tested, 3.2% active | AID 504652, 2011 | activity change, negative = inhibition, % at 10 µM; in the data active means activity change below about -30%; further: on the % scale 0 is the no-effect control and ±100 the full control effect
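Using tetracycline-induced force-coupled D1 Hek293 cells and a calcium dye, signals were followed for 180 s after compound, then for 180 s after EC80 dopamine, to detect inhibitors.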
RXFP1 antagonist: qHTS Assay for Antagonists of the Relaxin Receptor RXFP1; AID 1259400, 2018; 350,000 tested, 0.59% active; activity change, negative = inhibition, % at 57.5 µM; HEK293-RXFP1, relaxin-stimulated cAMP HTRF, 30 min; hits give low values;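 active means activity change of -60% or lower, but not beyond a set lower limit; inconclusive means change between -60% and -40%, or beyond the set limit; inactive means change above -40%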; further: on the % scale 0 is the no-effect control and ±100 the full control effect
D2 agonist: HTS Assay for Allosteric Agonists of the Human D2 Dopamine Receptor: Primary Screen for Agonists; 340,000 tested, 0.53% active; HEK293 T-REx D2 cells, calcium flux agonist mode; activation, % at 2 µM;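 active means activation over 3 SD above normal in the single-dose calcium agonist read, cut at about 30% in these data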; further: 0% is about no effect
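Tetracycline-induced HEK293 T-REx cells with force-coupled D2 receptor, plated overnight at 30 C, loaded with no-wash calcium dye. After a 10 s baseline, compound was pin-added and calcium flux read kinetically for 180 s; calcium rises flagged agonists.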
D1 agonist: Allosteric Agonists of the Human D1 Dopamine Receptor: qHTS; D(1A) dopamine receptor (Homo sapiens), P21728; HEK293 T-REx D1 cells, calcium flux, agonist mode; activation, % at 2 µM; 360,000 tested, 1% active; AID 504660, 2011; further: 0% is about no effect
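Agonism was scored from calcium flux recorded over 180 s (1 read/s) after pintool compound addition, following a 10-cycle baseline. Cells were inducible force-coupled HEK293 TREx D1, plated overnight at 30 C and loaded with no-wash calcium dye.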
D2 potentiator: HTS Assay for Positive Allosteric Modulators of the Human D2 Dopamine Receptor: Primary Screen for Potentiators. HEK293 T-REx D2, calcium flux, EC20 dopamine potentiation. AID 485347, 2010. potentiation, % at 10 µM. 340,000 tested, 0.34% active. D(2) dopamine receptor (Homo sapiens), P14416;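 active means potentiation over 3 SD above the plate norm, cut at about 30% in these data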; further: 0% is about no effect
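Tetracycline-induced HEK293 T-REx cells force-coupled to calcium signalling expressed D2; compounds were pin-added after a 10 s baseline, read kinetically 180 s, then an EC20 dopamine challenge followed with a further 180 s calcium read.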
TRHR enhancer: qHTS for Small Molecule Agonists and Allosteric Enhancers of Human TRH Receptor: Primary Screen for Enhancers | Thyrotropin-releasing hormone receptor (Homo sapiens), P34981 | TRHR cells, fluo-8 calcium fluorescence, EC20 TRH enhancement | enhancement, % at 2 µM | 360,000 tested, 0.66% active | AID 493056, 2011; in the data active means enhancement above about 30%; further: 0% is about no effect
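Enhancer read-out: after compound pinning and an initial kinetic agonist-mode read, an EC20 of TRH (10 nM final) was injected and fluo-8 calcium signal (Ex 480/Em 530) followed at 1 s/cycle for 100 cycles in TRHR-expressing cells.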
* marks the source's active call; other numbers are inactive results; ? = inconclusive; · = not tested or not shown. Unless noted, no stated cut-off is given here; in the data, active means activation above about 30%; inactive means the rest.

SMILES	D1 PAM	TRHR ag	D2 antagonist	D1 antag	RXFP1 antagonist	D2 agonist	D1 agonist	D2 potentiator	TRHR enhancer
O=C(Nc1ccccc1)Nc1ccc2nnsc2c1	-2	3.1	7	-19	-3	2.4	33*	-7	-7
Cc1ccc(S(=O)(=O)Nc2ccc3c(c2)nc(CCN2CCN(c4ccccn4)CC2)n3C)cc1	-6	-0.5	51*	-8	22	0.0	0	-6	-1
O=C(CN1CCNCC1)NCCSc1ccc(Cl)cc1	-1	-1.7	-1	-13	-3	-0.1	3	9	-2
Oc1ccc(O)c(/C(=N/Nc2ccccc2)c2ccccc2)c1	-7	-0.5	-16	-13	·	-2.4	4	18	7
Cc1ccc(C2=NCCn3nc4cc(C(F)(F)F)ccc4c32)cc1	-5	-0.3	-8	-7	·	0.0	-1	-9	0
COc1ccc2cc(C(=O)N3CCN(Cc4ccc5c(c4)OCO5)CC3)[nH]c2c1	-5	0.3	-17	10	-9	2.1	33*	-17	-2
COc1ccc(C)cc1NC(=O)CN(C)S(=O)(=O)c1cc(C)ccc1OC	0	-0.6	-5	-15	10	-2.1	1	-3	-3
O=C(CSc1nc2ccccc2c(=O)n1-c1ccc(F)cc1F)c1c[nH]c2ccccc12	-2	1.8	14	4	8	2.5	5	2	1
Cc1ccc(-n2nnc3c(=O)n(Cc4cc(C)ccc4C)cnc32)cc1	-5	-0.1	1	10	11	0.0	7	7	1
CC(C)Cn1c(=O)c2ccccc2n2c(CCC(=O)NCc3ccccn3)nnc12	-4	-0.3	-1	-1	2	-1.4	1	-25	-1
Clc1ccc(-c2cc(C3CCNCC3)[nH]n2)cc1	-8	0.7	-15	-13	-10	2.0	4	3	5
O=C(COC(=O)c1ccccc1Br)Nc1nnc(-c2ccccc2)o1	8	0.0	-3	-3	-3	0.2	0	2	32*
Cc1cccnc1NC(=O)c1ccccc1-c1ccccc1C(=O)Nc1ncccc1C	-10	0.6	-15	-2	0	-2.3	3	9	2
O=C(Nc1nncs1)C1CC(=O)N(CCc2ccc(F)cc2)C1 (stereo not drawn)	-6	0.6	0	26	-17	-3.0	0	·	-1
COc1ccc(C(=O)COC(=O)c2ccc3c(c2)NC(=O)CS3)c(OC)c1	-1	-0.2	-8	6	-16	-0.5	10	-7	-14
CCOc1cc(-c2cc(N)n[nH]2)cc(OCC)c1OCC	1	0.0	1	-23	-1	-0.4	0	8	-7
COc1ccc(/C=N/N2CCN(c3ccncc3S(=O)(=O)N3CCCCC3)CC2)cc1	-2	0.4	-3	-1	-5	-0.4	2	-5	2
O=c1c2ccccc2cnn1Cc1n[nH]c(=S)n1-c1ccccc1	-4	1.1	-12	2	?	0.1	2	-20	8
O=C(c1ccc(SCc2ccco2)c([N+](=O)[O-])c1)N1CCOCC1	-5	1.0	0	-14	17	0.7	5	10	9
COc1ccccc1C(=O)N/C(=C\c1ccccc1)C(=O)NC(C)C(=O)O (stereo not drawn)	-3	-0.4	0	18	2	-0.5	3	13	-2
Brc1ccc(-c2ncc3ccccn23)cc1	-3	-0.1	0	11	13	-1.8	0	4	2
CCOC(=O)C1=C(CC)OC(N)=C(C#N)C1c1ccc(F)cc1F (stereo not drawn)	0	-0.1	-10	10	-6	-1.3	4	3	5
Cc1nn(Cc2cccc(C(=O)NC3CCCCC3)c2)c(C)c1Cl	0	-0.2	-7	-10	-19	-0.1	3	-2	-7
CCOC(=O)C1(Cc2ccccc2)CCN(Cc2ccon2)CC1	6	0.4	1	6	-31	0.3	5	8	-1
Cc1ccn(CC(=O)N2CCCC(N3CCN(c4ccc(F)cc4)CC3)C2)n1 (stereo not drawn)	-1	0.0	-3	-20	3	0.0	1	-6	-9

Following part
SMILES	D1 PAM	TRHR ag	D2 antagonist	D1 antag	RXFP1 antagonist	D2 agonist	D1 agonist	D2 potentiator	TRHR enhancer
Cc1cc(C)c(S(=O)(=O)NCC(c2ccc(N(C)C)cc2)N2CCc3ccccc32)c(C)c1 (stereo not drawn)	0	-0.9	·	14	-5	0.3	0	0	2
O=C(NN=C(Cc1ccccc1)Cc1ccccc1)c1ccncc1	2	-0.3	-2	3	4	-1.1	2	0	1
NC(=O)c1cc(-c2ccccc2)nc(Oc2ccccc2)n1	4	0.1	-26	6	-12	-0.2	2	2	6
C/C=C/c1ccc(OCCN2C(=O)NC(C)(C)C2=O)c(OC)c1	2	-0.3	-2	-4	-2	-0.3	1	1	11
COc1cccc(C(=O)NCc2n[nH]c(=S)n2-c2cccc(C)c2)c1	-9	0.2	·	-7	-24	·	1	·	-3
Cc1ccc(-c2nn(C(C)(C)C)c3ncnc(NS(=O)(=O)c4ccc([N+](=O)[O-])cc4)c23)cc1	-2	0.5	0	14	-37	0.4	1	2	1
CCN(CC)S(=O)(=O)c1ccc(Cl)c(C(=O)Nc2cc(C)nn2-c2ccccc2)c1	4	-1.1	3	9	-5	-0.6	3	22	9
CCCc1ccc(-c2csc(NC(=O)Cc3cccs3)n2)cc1	-2	1.3	-3	-12	-4	0.6	2	17	-1
COc1cc2ccccc2cc1C(=O)NCCCN1CCOCC1	0	-0.2	-21	-16	16	-0.6	7	-1	2
CCOc1ccc(OCCSc2nnnn2C2CCCCC2)cc1	-4	1.3	0	-29	-10	0.9	9	·	2
O=C(c1ccc2nc(-c3ccccc3)c(-c3ccccc3)nc2c1)N1CCCCC1	0	0.8	21	11	-27	2.0	4	20	0
COc1ccc(C(CNC(=O)c2oc3ccc(OC)cc3c2C)N2CCCC2)cc1 (stereo not drawn)	-6	-0.5	-8	-6	?	-0.8	10	1	17
O=c1/c(=C/c2ccc([N+](=O)[O-])cc2)sc2n1CCCN=2	-9	0.5	4	-20	-16	1.2	9	5	3
Cc1c(C(=O)OCc2nc3scc(-c4ccccc4)c3c(=O)[nH]2)cccc1[N+](=O)[O-]	-2	0.4	10	27	-11	18	4	-4	4
c1ccc(COc2cccc(CNn3cnnc3)c2)cc1	-9	-1.0	8	0	-16	-0.2	2	-6	2
CCc1nnc(NS(=O)(=O)c2ccc(NC(=S)NC(=O)c3ccccc3)cc2)s1	-1	-0.7	4	14	6	0.7	1	3	7
O=C(Nc1ccc(F)cc1F)c1noc2c1CCc1ccccc1-2	2	2.5	·	2	2	-0.1	1	14	12
CCOC(=O)c1oc2ccc(/C=N/O)c(Cl)c2c1C	-2	0.1	-17	-3	-9	-1.1	9	5	13
C=CCn1c(SCC(=O)NCc2ccco2)nnc1C1CCCCC1	-5	0.6	-4	-3	-5	1.1	2	-8	-6
CC1CSc2ccccc2NC1=S (stereo not drawn)	-4	-0.4	9	5	-14	-0.5	-1	2	0
Cc1ccc(Cl)cc1N1CCN(C(=O)c2sc3nc4n(c(=O)c3c2C)CCC4)CC1	-2	0.0	·	5	-5	-0.7	-1	·	1
CCC(C)(C)NC(=O)/C=C/c1cc(OC)c(OC)c(S(=O)(=O)N2CCc3ccccc32)c1	3	1.1	41*	16	-11	0.3	7	-7	-4
Cc1ccccc1NC(=O)NNC(=O)COc1ccc2ccccc2c1	-8	-0.5	-10	-1	-18	1.0	4	-2	1
COc1ccccc1N1CCN(C(=S)Nc2ccccc2)CC1	-28	0.2	47*	-22	12	0.3	-1	-5	-3
C=CCOC(=O)C1=C[C@@H](c2csc3ccccc23)C[C@@H](OCc2ccc(CO)cc2)O1	0	0.9	7	2	·	0.2	4	-1	5

Taken from the entries so far (2 entries):
SMILES	D1 PAM	TRHR ag	D2 antagonist	D1 antag	RXFP1 antagonist	D2 agonist	D1 agonist	D2 potentiator	TRHR enhancer
Cc1c(C(=O)OCc2nc3scc(-c4ccccc4)c3c(=O)[nH]2)cccc1[N+](=O)[O-]	-2	0.4	10	27	-11	18	4	-4	4
c1ccc(COc2cccc(CNn3cnnc3)c2)cc1	-9	-1.0	8	0	-16	-0.2	2	-6	2

(next part)
SMILES	D1 PAM	TRHR ag	D2 antagonist	D1 antag	RXFP1 antagonist	D2 agonist	D1 agonist	D2 potentiator	TRHR enhancer
Cc1ccc([N+](=O)[O-])cc1NC(=O)CN1CCC(C)CC1	8	0.5	-4	5	-15	0.9	0	15	4
COc1ccccc1N1CCN(C(=O)c2ccc(S(=O)(=O)N3CCCCC3)cc2)CC1	-6	-0.9	-8	-17	-5	-0.5	2	6	1
CC/C(Cc1ccccc1)=N/NC(=O)c1cccc(Br)c1	2	0.0	12	-1	-3	-0.2	3	3	3
O=C(Nc1nnc(SCC(=O)N2CCOCC2)s1)C1CC(=O)N(c2ccc(F)cc2)C1 (stereo not drawn)	-4	0.6	-9	-47*	4	0.1	0	-1	1
CCOC(=O)c1cc(-c2ccccc2)n(CCC(=O)NC2CCCCC2)c1C	-3	-0.1	·	1	-5	0.3	4	9	28
COc1cccc(C2C(C(C)=O)=C(O)C(=O)N2CCc2c[nH]c3ccccc23)c1 (stereo not drawn)	-2	0.0	·	4	4	·	0	·	-3
O=[N+]([O-])c1ccc(-c2csc(N3CCCCCC3)n2)cc1	-1	1.0	-2	22	1	0.1	5	-9	-1
Cc1ccc(S(=O)(=O)N2C(=O)[C@@H]3Cc4ccccc4CN3C2=O)cc1	-6	0.2	22	-7	2	-0.3	7	-3	-9
Cc1ccc(Cn2c(SCC(=O)C(C)(C)C)nc3ccsc3c2=O)cc1	-1	0.1	·	3	3	·	3	4	6
O=C(NC1CCCCCC1)C1c2ccccc2C(=O)N1Cc1cccnc1 (stereo not drawn)	-4	0.5	7	-12	-2	-0.2	1	-6	-4
O=C(COC(=O)c1ccc(O)cc1O)NC1CCCCCC1	1	-0.7	-15	2	5	-0.6	2	11	6
O=C(CCN1C(=O)c2ccccc2C1=O)Nc1ccc(F)cc1F	1	0.0	3	4	7	-0.2	1	-5	6
CCCCN(C)C(=O)C1CCN(Cc2ccccn2)CC1	2	0.4	-3	12	4	-0.1	2	4	-3

Molecules from the list above that contain a thiophene ring, fused or not (five):
SMILES	D1 PAM	TRHR ag	D2 antagonist	D1 antag	RXFP1 antagonist	D2 agonist	D1 agonist	D2 potentiator	TRHR enhancer
CCCc1ccc(-c2csc(NC(=O)Cc3cccs3)n2)cc1	-2	1.3	-3	-12	-4	0.6	2	17	-1
Cc1c(C(=O)OCc2nc3scc(-c4ccccc4)c3c(=O)[nH]2)cccc1[N+](=O)[O-]	-2	0.4	10	27	-11	18	4	-4	4
Cc1ccc(Cl)cc1N1CCN(C(=O)c2sc3nc4n(c(=O)c3c2C)CCC4)CC1	-2	0.0	·	5	-5	-0.7	-1	·	1
C=CCOC(=O)C1=C[C@@H](c2csc3ccccc23)C[C@@H](OCc2ccc(CO)cc2)O1	0	0.9	7	2	·	0.2	4	-1	5
Cc1ccc(Cn2c(SCC(=O)C(C)(C)C)nc3ccsc3c2=O)cc1	-1	0.1	·	3	3	·	3	4	6
